TDP-43 yeast inh – TDP-43 toxicity inhibition in yeast; AID 652104; Potency, µM (doses to about 46.1 µM), for inactives: at the top dose growth rescue (activation), most hits filed as activators; 410,000 tested, 1.8% active; TDP-43 expressing yeast growth rescue, BacTiter-Glo, 24 h; further: potency means the concentration at half of the fitted maximal effect; % of control where 0% means no effect; nearly all actives have a fitted effect of over 50% in size
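Yeast cells expressing TDP-43 under galactose induction are exposed to compounds for 24 hr at 30 deg C. BacTiter-Glo luminescence measures growth, so protective compounds score as activators.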
aSyn rescue – rescues yeast growth from alpha-synuclein toxicity. Yeast expressing alpha-synuclein, growth rescue, BacTiter-Glo, 24 h. Potency, µM (highest dose often 46.1 µM), for inactives: top-dose growth rescue (activation), most hits filed as activators. 370,000 tested, 0.14% active. AID 652106; further: potency means the concentration at half of the fitted maximal effect; % of control where 0% means no effect; nearly all actives have a fitted effect of over 65% in size
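Readout is rescue of growth in alpha-synuclein-expressing yeast, so inhibitors of toxicity appear as activators. Growth after 24 hr at 30 deg C in galactose medium is quantified by luminescence.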
DRD3 antagonist – D3 dopamine receptor (human) antagonism | P35462 | D3R cells, DiscoveRx beta-arrestin luminescence, antagonist mode; active compounds read low | max response, negative = inhibition, % | 360,000 tested, 2.5% active; in the data active means max response below about -50%; inconclusive means no clear call, values can overlap the other calls; further: on the % scale 0 is the no-effect control and ±100 the full control effect; mostly tested at two doses, the higher about 12 µM
Target sequence (P35462 whole entry, looked up): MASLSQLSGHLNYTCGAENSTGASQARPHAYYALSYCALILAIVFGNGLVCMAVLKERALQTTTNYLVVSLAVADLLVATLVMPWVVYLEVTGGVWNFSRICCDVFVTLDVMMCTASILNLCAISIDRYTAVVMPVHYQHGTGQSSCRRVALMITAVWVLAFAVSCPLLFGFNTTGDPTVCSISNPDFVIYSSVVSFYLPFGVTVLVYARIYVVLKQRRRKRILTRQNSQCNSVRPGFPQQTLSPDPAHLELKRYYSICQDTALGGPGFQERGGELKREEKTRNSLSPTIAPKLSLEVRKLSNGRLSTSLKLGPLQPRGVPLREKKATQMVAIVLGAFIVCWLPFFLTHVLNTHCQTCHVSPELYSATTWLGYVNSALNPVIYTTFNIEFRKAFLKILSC
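Cells plated overnight at 1500 cells/well, then exposed to library compounds with dopamine controls for 90 minutes at 37 degrees C. DiscoveRx reagent added for 30–60 minutes at room temperature; luminescence read, quantitative HTS format.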
PTHR1 ag – agonists of human PTHR1 parathyroid hormone receptor; Q03431; AID 743266; Potency, µM (highest dose often 115 µM), inactives show top-dose activation, usual class: activators; HEK293 GP2 PTHR1 cells, GloSensor cAMP luminescence, 1 h; 410,000 tested, 0.075% active; further: potency means the concentration at half of the fitted maximal effect; nearly all actives have a fitted effect of over 55% in size; some results filed as inactive show a strong effect at the top dose; inactives centre near -15; many of its hits are not listed in these tables
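HEK-293-derived GP2 cells expressing PTHR1 and a GloSensor cAMP reporter, 3,000/well, plated overnight, given luciferin plus IBMX (each 0.5 mM as added) for 1 h at 37 °C, then compound for 1 h at 37 °C. Luminescence was read after 15 min at room temperature.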
Abeta rescue – compounds reversing amyloid beta toxicity in yeast; yeast expressing A-beta42, growth rescue, OD600, 48 h; response scale: 0% DMSO, 100% iron-clioquinol control; Potency, µM (highest dose often 46.1 µM), for inactives: at the highest dose growth rescue, actives largely listed as activators; 410,000 tested, 0.063% active; further: potency means the concentration at half of the fitted maximal effect; nearly all actives have a fitted effect of over 55% in size
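Yeast growth medium received pinned compounds, then yeast cells expressing toxic A-beta were added; plates incubated at 30 C for 48 hr. Growth read as absorbance at 600 nm, normalized to DMSO and equimolar FeCl3 plus clioquinol controls.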
GLP-1R agonist – GLP-1 receptor (human) agonism. P43220. HEK293 GLP-1R CRE-luciferase, luminescence, 4-6 h; cells express a hypersensitive GLP-1R form. Potency, µM (series often up to 45.6 µM), without a hit: top-dose activation, usual class: activators. 380,000 tested, 0.007% active; further: potency means the concentration at half of the fitted maximal effect; % of control where 0% means no effect
Target sequence (P43220 whole entry, looked up): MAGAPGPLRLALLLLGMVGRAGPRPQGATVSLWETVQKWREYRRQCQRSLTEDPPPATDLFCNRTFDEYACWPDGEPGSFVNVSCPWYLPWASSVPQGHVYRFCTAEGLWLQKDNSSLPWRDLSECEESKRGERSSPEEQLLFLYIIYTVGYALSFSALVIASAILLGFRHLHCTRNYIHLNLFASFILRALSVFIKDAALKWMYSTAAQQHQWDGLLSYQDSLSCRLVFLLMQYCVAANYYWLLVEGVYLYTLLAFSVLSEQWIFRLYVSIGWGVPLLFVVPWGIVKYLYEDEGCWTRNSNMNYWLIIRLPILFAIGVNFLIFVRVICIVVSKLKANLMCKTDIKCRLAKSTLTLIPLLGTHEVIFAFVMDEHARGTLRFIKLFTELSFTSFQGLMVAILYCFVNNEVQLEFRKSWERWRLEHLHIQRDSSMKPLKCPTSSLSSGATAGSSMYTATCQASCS
GLP1R inv ag – inverse agonists of human GLP-1 receptor; P43220; HEK293 GLP-1R CRE-luciferase, luminescence, 24 h; GLP-1R form is constitutively active; Potency, µM (titrated, usually from 38.3 µM), inactives show at the top dose activity change, negative = inhibition, hits mostly inhibitors; 410,000 tested, 1.6% active; AID 624417; further: potency means the concentration at half of the fitted maximal effect; on the % scale 0 is the no-effect control and ±100 the full control effect; nearly all actives have a fitted effect of over 55% in size
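qHTS in 1536-well format: reporter HEK293 cells expressing constitutive GLP-1R activity in DMEM + 10% Nu serum, 24 hr with compounds at 37 deg C, luminescence read after 12 min with detection reagent.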
pAkt inh – inhibitors of Akt phosphorylation; Neuro2A IGF-stimulated pAkt S473 HTRF, 20 min; active compounds read low; activity change, % for hits at 50 µM; 360,000 tested, 0.32% active; in the data active means activity change below about -80%; inconclusive means mostly about -51% to -80%; further: on the % scale 0 is the no-effect control and ±100 the full control effect
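Single-point screen (50 µM final compound) in Neuro2A cells stimulated 20 min with 6 nM IGF at 37 deg C. After lysis, Ser473-phosphorylated Akt read by HTRF (ex 330 nm, em 615/665 nm) as the 665/615 ratio.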
FUS suppressor – FUS proteinopathy suppression in yeast | S. cerevisiae FUS-expressing, growth rescue, OD600, 24 h | Potency, µM (doses to about 76.6 µM), for the others: at the highest dose growth rescue (activation), usual class: activators | 390,000 tested, 0.24% active | AID 1347120;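 further: potency means the concentration at half of the fitted maximal effect; plate controls were DMSO vehicle for no effect and reference control for full effect; nearly all actives have a fitted effect of over 55% in size; some results filed as inactive show a strong effect at the top dose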
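Absorbance at 600 nm, taken 24hr after compound addition, measured rescue of FUS-yeast growth at 30C. Induction used 2% galactose with seeding at OD 0.005. Controls: CP55940 from 92uM final, DMSO only.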
Numbers without * were called inactive; i = inactive; ? = inconclusive; . = no result given; [ ] = another dose, or the depositor's remark. Unless noted, the call rests on the fitted dose curve; in most records, active means well fitted curve in the direction sought with a large enough effect; inconclusive means small, poorly fitted or top-dose-only effect, or another doubt; inactive means no such curve, though single readings can be large; an effect the other way counts as inactive or inconclusive. An excerpt, so the mix of outcomes need not match the whole.

The line under a structure holds: TDP-43 yeast inh, Abeta rescue, DRD3 antagonist, GLP1R inv ag, pAkt inh, GLP-1R agonist, FUS suppressor, PTHR1 ag, aSyn rescue
Cc1ccc(-c2nnc(SCC(=O)NC3CCS(=O)(=O)C3)nc2-c2ccc(C)cc2)cc1 (configuration not stated)
→ -1%, -3%, 0, 3%, i, 2%, 38%, -1%, -2%
Cn1c(N)c(C(=O)CSc2nc(N)cc(N)n2)c(=O)n(C)c1=O
→ 22%, 5%, 16, -4%, i, -2%, -27%, i, 4%
CCCOC(=O)CC1C(=O)NCCN1C(=O)OC(C)(C)C (configuration not stated)
→ -22%, -10%, -19, -30%, i, 0%, 21%, i, -4%
Cc1onc(-c2ccccc2)c1-c1n[nH]c(=S)n1-c1ccccc1Cl
→ 12%, 17%, -10, -27%, i, -6%, 23%, -1%[57.5 µM], -16%
CN(C)S(=O)(=O)N(CC(=O)Nc1ccccc1)c1ccccc1
→ 13%, 3%, -54*, 1%, i, -7%, -8%, i, -2%
NC(=O)/C(=C\c1cccnc1)NC(=O)c1ccccc1
→ -9%, -1%, -7, 12%, i, -2%, 13%, -20%, -5%
CCOC(=O)C1CCCCN1C(=O)CCc1nnc(-c2ccc3c(c2)OCO3)o1 (configuration not stated)
→ 15%, 14%, -9, 3%, i, -11%, 24%, -28%, 0%
Cc1ccc(OCC(=O)N/N=C2\CC(=O)CC(C)(C)C2)c(Br)c1
→ -13%, 1%, 2, ?, i, 6%, 11%, i, -2%
O=C(OCC(=O)N1CCOCC1)c1ccc2ccccc2c1
→ 17%, -4%, -1, 12%, i, 2%, -10%, i, -1%
O=C(NCC1CCCO1)/C(=C\c1ccccc1)NC(=O)c1ccccc1 (configuration not stated)
→ 22%, 2%, 1, 9%, i, -3%, 0%, -7%, -4%
CCOC(=O)C1CCCN(S(=O)(=O)c2ccccc2)C1 (configuration not stated)
→ 13%, 1%, 11, 4%, i, 2%, 0%, ?, -3%
C[C@H]1CN(CCc2ccccc2)C(=O)[C@@H]1CC(=O)NCc1ccccc1
→ 13%, 9%, 17, -1%, i, -3%, -16%, -24%, 1%
O=C1NC[C@H](CCCCN2C[C@H](Cc3ccc(O)cc3)N(CCc3ccc(O)cc3)C(=O)C2=O)N(CCc2ccc(O)cc2)C1=O
→ 16%, -6%, 6, 1%, i, -2%, 14%, 4%, 2%
CCCn1cnc2sc(CC)cc2c1=O
→ 4%, -8%, 4, 11%, i, 0%, 10%, i, -3%
O=C1[C@H]2[C@@H](c3ccccc3)N[C@]3(CCCN(CC4CCCCC4)C3=O)[C@H]2C(=O)N1Cc1ccccc1
→ 8%, 8%, -15, -21%, i, 3%, ?, i, 14%
Cn1cc(Br)c(C(=O)Nc2nccs2)n1
→ 2%, -6%, 11, 14%, i, 7%, 2%, i, 0%
CCOc1ccccc1NC(=S)N(CCN(C)C)C(C)c1ccncc1 (configuration not stated)
→ 3%, -1%, 54, -14%, i, 5%, 10%, 6%, -9%
CN(CC(=O)NCc1ccco1)S(=O)(=O)c1cccc2cccnc12
→ 17%, -8%, -25, -9%, i, 3%, -14%, i, 2%
C[C@H](CO)N1C[C@H](C)[C@@H](CN(C)C(=O)Nc2ccccc2)Oc2ccc(NC(=O)C3CCCCC3)cc2C1=O
→ 9%, 4%, 15, 6%, i, -5%, 21%, i, -1%
N#Cc1c(NCCCO)nc(-c2ccccc2)c2c1CCCC2
→ ?, ?, 12, -10%, i, ?, 38%, -3%[57.5 µM], -1%
Cc1ccc(C)n1-c1nccc(-c2cccs2)n1
→ ?, 23%, 3, ?, i, 0%, ., i, -21%
COc1ccccc1NC(=O)C(C)N1CCN(C/C=C/c2ccccc2)CC1 (configuration not stated)
→ 10%, 13%, -29, ?, i, 2%, -3%, i, 3%
CC(O/N=C/c1ccc(OC(F)F)cc1)C(=O)Nc1cccc(S(=O)(=O)N2CCOCC2)c1 (configuration not stated)
→ 19%, 3%, 6, -5%, i, -1%, ., -5%, -1%
COc1ccc(CN2CCSc3sccc3C2=O)cc1
→ 26%, 10%, 6, -3%, i, 1%, -17%, -19%, 11%
O=C(Nc1cc(C(=O)Nc2ccccc2C(=O)O)cc(C(=O)Nc2ccccc2C(=O)O)c1)c1ccccc1
→ 9%, 7%, 123, -11%, i, 4%, -8%, -2%, -3%
CCOc1ccc(S(=O)(=O)Nc2ccc3c(c2)OCO3)c2cccnc12
→ 2%, -3%, -7, 50%[activator], i, 1%, 26%, -18%, -2%
O=C(NCCN1CCN(Cc2ccccc2)CC1)Nc1cc(Cl)cc(Cl)c1
→ 18%, 10%, -10, ?, i, 9%, 21%, -34%[inhibitor], -2%
CCC1Oc2ccc(C)cc2N(CC(=O)NCc2ccc(OC)cc2)C1=O (configuration not stated)
→ ?, 0%, ., -7%, ., 0%, -1%, -22%, .
Cc1ccc(NS(=O)(=O)c2ccc3[nH]c4c(c3c2)CCCC4)c(C)c1
→ ?, 10%, ., ?, ., ., 37%, i, .
COc1cccc2c1CCC(NC(C)=O)C2=O (configuration not stated)
→ 13%, 11%, 1, 15%, i, -3%, ., i, 2%
C=CCN1C=CC(=O)CC1
→ 13%, -7%, ?, 10%, i, -2%, -35%, -4%, 2%
O=C(CCCn1c(SCC(=O)NCC2CCCO2)nc2ccccc2c1=O)NCc1ccccc1 (configuration not stated)
→ 11%, 5%, 20, 0%, i, -7%, 9%, i, 4%
CCOc1ccc(CN2CCC(n3nccc3NC(=O)c3ccccc3OC)CC2)cc1
→ -1%, 6%, -6, ?, i, ?, 4%, 2%, -5%
CCc1ccc(-c2cc(C)no2)cc1S(=O)(=O)NCCN1CCC(C)CC1
→ -5%, 5%, -9, ?, i, 8%, 0%, i, -4%
O=[N+]([O-])c1ccc(CSc2nnc3ccccn23)cc1
→ 14%, -3%, 0, 11%, i, -3%, -2%, i, 1%
COc1ccc(-n2nnnc2C(c2cccc3ccccc23)N2CCN(C/C=C/c3ccccc3)CC2)cc1 (configuration not stated)
→ 7%, -10%, -92*, ?, i, 4%, 44%, i, -28%
CCOCCc1nnc(NC(=O)C2CC(=O)N(CCc3ccc(F)cc3)C2)s1 (configuration not stated)
→ -2%, 7%, 6, 5%, i, 13%, -12%, i, 7%
COc1ccc(Cl)cc1S(=O)(=O)NCc1cccs1
→ 25%, 13%, 9, ?, i, 0%, -9%, -21%[57.5 µM], 10%
Cc1cc(C)nc(CCNC(=O)c2cc(COc3ccccc3)on2)n1
→ 6%, -4%, -10, 23%, i, -3%, 7%, i, -1%
CCN(CC)CCN1C(=O)c2oc3ccccc3c(=O)c2C1c1cccc(Br)c1 (configuration not stated)
→ -9%, 19%, -22, -18%, i, 2%, 10%, i, 4%
COc1ccc(S(=O)(=O)Cc2ccc(C(=O)N3CCN(c4ncccn4)CC3)o2)cc1
→ 20%, 5%, -13, 3%, i, 6%, -13%, i, -1%
COc1ccc(C)cc1Nc1ccc(C(=O)O)cc1[N+](=O)[O-]
→ 14%, 3%, ?, 0%, i, 0%, -6%, -3%, 3%
CCOc1ccc(CCNC(=O)COC(=O)c2ccc(S(C)(=O)=O)cc2)cc1OCC
→ -25%, 7%, 20, 45%, i, -4%, 10%, i, -2%
O=C(NCC(c1cccs1)N1CCOCC1)c1ccc(Cl)c([N+](=O)[O-])c1 (configuration not stated)
→ -5%, 0%, 2, -15%, i, -14%, 4%, i, -3%
Cc1ccccc1NC(=S)c1ccc2ccccc2n1
→ ?, -2%, 23, 12%, i, 3%, -10%, -12%, 2%

The closing three records of the section above lead into the next.
The line under a structure holds: TDP-43 yeast inh, Abeta rescue, DRD3 antagonist, GLP1R inv ag, pAkt inh, GLP-1R agonist, FUS suppressor, PTHR1 ag, aSyn rescue
CCOc1ccc(CCNC(=O)COC(=O)c2ccc(S(C)(=O)=O)cc2)cc1OCC
→ -25%, 7%, 20, 45%, i, -4%, 10%, i, -2%
O=C(NCC(c1cccs1)N1CCOCC1)c1ccc(Cl)c([N+](=O)[O-])c1 (configuration not stated)
→ -5%, 0%, 2, -15%, i, -14%, 4%, i, -3%
Cc1ccccc1NC(=S)c1ccc2ccccc2n1
→ ?, -2%, 23, 12%, i, 3%, -10%, -12%, 2%
CC(C)(C)NC(=O)C(c1cccnc1)N(C(=O)c1ccc(Cl)nc1)C1CCCC1 (configuration not stated)
→ -2%, 8%, 6, 1%[7.66 µM], i, -2%, 4%, -15%, 10%
COc1ccccc1OCC(=O)NNC(=O)c1cccs1
→ 21%, 16%, 6, 7%, i, 2%, ., -18%, 0%
COc1ccc(CNC(=O)C2CCN(c3nn4c(=O)cc(C)nc4s3)CC2)cc1
→ 11%, -10%, 14, 22%, ., -8%, -7%, i, -2%
CCN1C(=O)/C(=C2\C=Cc3cc(C)ccc3N2CC)OC1=S
→ 3%, 11%, -7, 4%, i, 1%, -1%, i, -11%
COc1nc(OC)nc(N2CCC(C(=O)Nc3cccc4ccccc34)CC2)n1
→ 0%, 8%, -14, -7%, i, 2%, 13%, i, 5%
O=C(Nc1ccnn1C1CCN(Cc2ccc3nonc3c2)CC1)c1cccc(F)c1
→ 12%, -1%, -22, ?, i, -4%, 12%, -19%, 0%
CCOC(=O)C1C(=O)CC(C)(O)C(C(=O)OCC)C1c1ccc(NC(C)=O)cc1 (configuration not stated)
→ -2%, -4%, 6, 0%, i, 3%, -2%, i, 3%
Cc1oc(-c2ccc(C(=O)NCCC(C)C)cc2)nc1CS(=O)(=O)c1ccccc1
→ -7%, -7%, ., -8%, ., ., -11%, -14%, .
Fc1ccc(C2=CSC3=NCCN23)cc1
→ -3%, -15%, -2, -7%, i, 0%, 1%, i, -4%
CC(=O)c1cccc(NC(=O)C2CCCN(C(=O)c3cnn(-c4ccccc4)c3-n3cccc3)C2)c1 (configuration not stated)
→ 10%, -5%, ., -5%, ., ., 42%, -24%, .
CCN1C(C(=O)Nc2cc(C)on2)=C(O)c2ccccc2S1(=O)=O
→ -7%, ?, -9, -6%, i, -2%, -1%, -8%, 2%
